Assay outcomes from PubChem.
thrombin 1536 – human alpha-thrombin inhibitors, primary screen, counter-screen for coagulation protease inhibitor project, biochemical, 1536-well, fluorogenic AMC substrate; Prothrombin (Homo sapiens), P00734; Boc-VPR-AMC fluorogenic substrate cleavage; inhibition, % at 5 µM; 220,000 tested, 0.26% active; AID 1046, 2008;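 active = inhibition at or above 40%; inactive = inhibition below 40%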;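 also: 0% = enzyme with no compound and 100% = wells without enzyme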
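Assay system: human alpha-thrombin enzyme. Reagent: Boc-VPR-AMC substrate, 15 µM final. Compound dosing: one concentration per compound, 5 µM, with 0.2% DMSO. Incubation: room-temperature reaction. Technique: AMC fluorescence, 355/460 nm. Measure: % inhibition relative to enzyme controls and enzyme-free blanks.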
Runt-CBFb FRET – inhibitors of RUNX1 Runt–CBFb binding, primary screen, biochemical, FRET, Cerulean-Runt, Venus-CBFb, uHTS | Runt-related transcription factor 1 (Homo sapiens) + Core-binding factor subunit beta … | Cerulean-Runt/Venus-CBFb FRET ratio 530/480, 1 h | inhibition, % at 20 µM | 220,000 tested, 0.46% active | AID 1496, 2009;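 active = inhibition over about 50% at 20 µM in the single-dose screen, limit read from the data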;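 also: 0% = DMSO wells and 100% = excess unlabeled CBFb competitor control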
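Buffer or medium: Tris pH 7.5 buffer with BSA. Assay system: Cerulean-labeled Runt domain protein. Amount: each fluorescent fusion protein 100 nM. Read-out basis: loss of energy transfer signal. Incubation: 1 h compound exposure, room temperature. Probe or stimulus: Venus-CBFb binding partner, 100 nM. Detection: FRET, excitation 422 nm, emission at 530 and 480 nm.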
FXIIa inh – human FXIIa protease inhibitors, primary screen, biochemical, 1536-well; Coagulation factor XII (Homo sapiens), P00748; purified FXIIa, Boc-QGR-AMC fluorogenic substrate, 2 h; inhibition, % at 5 µM; 220,000 tested, 0.3% active; in the data active = inhibition above about 40%;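 also: 0% = enzyme with no compound and 100% = blank without enzyme; many of its hits are not listed in these tables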
Target sequence (P00748 20-372 limits assumed): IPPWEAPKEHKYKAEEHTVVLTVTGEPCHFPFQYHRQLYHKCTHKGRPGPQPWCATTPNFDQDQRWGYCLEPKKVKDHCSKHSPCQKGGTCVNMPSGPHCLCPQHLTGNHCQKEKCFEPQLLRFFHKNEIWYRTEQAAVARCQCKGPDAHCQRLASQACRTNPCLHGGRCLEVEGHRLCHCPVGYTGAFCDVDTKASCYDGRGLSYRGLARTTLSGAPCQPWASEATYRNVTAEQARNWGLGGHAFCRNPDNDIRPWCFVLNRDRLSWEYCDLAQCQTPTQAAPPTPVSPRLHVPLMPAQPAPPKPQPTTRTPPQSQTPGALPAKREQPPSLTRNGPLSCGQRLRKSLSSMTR
Target sequence (P00748 373-615 limits assumed): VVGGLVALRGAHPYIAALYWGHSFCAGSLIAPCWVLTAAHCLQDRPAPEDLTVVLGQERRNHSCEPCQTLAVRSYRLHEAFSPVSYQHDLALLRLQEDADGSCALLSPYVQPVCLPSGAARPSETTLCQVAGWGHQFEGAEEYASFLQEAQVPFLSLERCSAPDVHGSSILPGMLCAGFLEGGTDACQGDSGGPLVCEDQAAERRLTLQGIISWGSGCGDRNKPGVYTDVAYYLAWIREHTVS
hK5 inh – human KLK5 protease inhibitors, primary screen, biochemical, 1536-well; Kallikrein-5 (Homo sapiens), Q9Y337; recombinant hK5, fluorogenic AMC substrate cleavage; inhibition, % at 5 µM; 210,000 tested, 0.59% active;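 active = inhibition of 40% or more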;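 also: 0% = enzyme controls without compound and 100% = no-enzyme blanks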
Target sequence (Q9Y337 67-293 limits assumed): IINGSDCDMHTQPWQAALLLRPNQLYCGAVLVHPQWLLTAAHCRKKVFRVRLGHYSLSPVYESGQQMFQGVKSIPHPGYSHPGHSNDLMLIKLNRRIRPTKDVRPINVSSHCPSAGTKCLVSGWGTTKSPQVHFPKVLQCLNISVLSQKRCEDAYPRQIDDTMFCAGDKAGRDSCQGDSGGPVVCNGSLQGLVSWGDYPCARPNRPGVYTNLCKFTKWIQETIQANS
Wee1 degr inh – Wee1 degradation inhibitors, primary screen, cell-based, HeLa, Wee1K328M-luciferase, luminescence; HeLa Luc-Wee1K328M stability; 100% = proteasome inhibitor MG132 effect; 220,000 tested, 1.2% active; Wee1-like protein kinase (Homo sapiens), P30291; reporter increase, % at 5 µM;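 active = activation above the mean of all tested compounds plus 3 SD, set per screening run, cut at about 8.8% in these data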;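 also: cells exposed to compound for 20 h before luminescence read; 0% = DMSO alone and 100% = MG132 at 30 µM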
Hck-Nef inh – inhibitors of Nef-activated human Hck kinase, primary screen, biochemical, Z-Lyte FRET, 384-well, Hck-YEEI; Tyrosine-protein kinase HCK (Homo sapiens), P08631; Recombinant Hck-YEEI plus Nef, Z-Lyte FRET kinase assay; inhibition, % at 20 µM; 220,000 tested, 0.68% active;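 active = Hck-Nef kinase inhibition above about 50%, limit read from the data; inactive = inhibition below that limit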;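 also: 0% = DMSO with Hck plus Nef and 100% = Hck alone without Nef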
14-3-3 Bad PPI – inhibitors of 14-3-3 zeta/Bad binding, primary screen, biochemical, TR-FRET, bovine 14-3-3 zeta; 14-3-3 protein zeta/delta (Bos taurus), P63103; TR-FRET 14-3-3zeta/Dy647-pBad peptide displacement, 1 h; inhibition, % at 21.7 µM; 220,000 tested, 0.71% active; AID 781, 2007;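 active = inhibition above about 70%, limit read from the data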;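 also: 0% = full 14-3-3 plus peptide FRET controls and 100% = background without 14-3-3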
Target sequence (P63103 whole entry, looked up): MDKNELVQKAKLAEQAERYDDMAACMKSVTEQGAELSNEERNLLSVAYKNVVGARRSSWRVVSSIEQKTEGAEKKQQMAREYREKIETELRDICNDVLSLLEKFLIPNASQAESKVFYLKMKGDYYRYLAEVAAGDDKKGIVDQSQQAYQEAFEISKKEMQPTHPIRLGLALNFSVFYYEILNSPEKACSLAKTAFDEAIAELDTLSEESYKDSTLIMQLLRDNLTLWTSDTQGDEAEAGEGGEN
FXIa inh – human FXIa protease inhibitors, primary screen, biochemical, 1536-well; 220,000 tested, 0.14% active; purified FXIa, Boc-Glu-Ala-Arg-AMC fluorogenic substrate; Coagulation factor XI (Homo sapiens), P03951; AID 798, 2007; inhibition, % at 5 µM;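 active = inhibition of at least 40%; inactive = inhibition below 40%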;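 also: fluorescence of freed AMC excited at 355 nm; 0% = enzyme without compound and 100% = no enzyme blank; many of its hits are not listed in these tables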
Runt-SMMHC FRET – inhibitors of RUNX1 Runt–CBFb-SMMHC binding, primary screen, biochemical, FRET, Cerulean-Runt, Venus-CBFb-SMMHC, uHTS. Runt-related transcription factor 1 (Homo sapiens) + Core-binding factor subunit beta …. Cerulean-Runt/Venus-CBFb-SMMHC FRET ratio 530/480, 1 h. inhibition, % at 20 µM. 220,000 tested, 0.74% active. AID 1434, 2008;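 active = mean inhibition across duplicate retests at 20 µM reaching about 50%, limit read from the data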;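 also: 0% = DMSO wells and 100% = wells with excess untagged CBFb-SMMHC; inhibitors lower the FRET ratio by blocking Runt binding to CBFb-SMMHC; some results filed as inactive read as strong as hits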
Active calls of the source: *; · = no result given; [ ] = remark or other dose. Outcome played no part in choosing rows, and some 4.2% of all compounds hit somewhere here.

SMILES | thrombin 1536 | Runt-CBFb FRET | FXIIa inh | hK5 inh | Wee1 degr inh | Hck-Nef inh | 14-3-3 Bad PPI | FXIa inh | Runt-SMMHC FRET
CSc1ncccc1C(=O)Nc1nc2c(C)cccc2s1 | -11 | -2 | -2 | -16 | 3 | 3 | -7 | -6 | -3
C=CCc1c(C)[nH]c2ccc(C)cc2c1=O | -8 | 0 | 7 | -6 | -1 | -1 | 6 | -8 | -4
CCc1ccc(NC(=O)COC(=O)c2ccc(Cl)c(S(=O)(=O)N3CCCCCC3)c2)cc1 | -6 | 1 | 5 | -19 | 2 | -1 | -18 | -7 | 1
O=C(NCC(=O)N(Cc1cccs1)C(C(=O)NC1CCCCC1)c1ccco1)c1ccco1 (centres undefined) | 2 | 0 | 16 | -2 | 2 | 3 | 9 | 4 | -1
Cn1c(SCC(=O)Nc2cccc(O)c2)nnc1-c1ccc(S(=O)(=O)N2CCOCC2)cc1 | 4 | -1 | 26 | -3 | 1 | 2 | · | 27 | -2
CCC1(c2ccccc2)NC(=O)N(CC(=O)Nc2cccc(C#N)c2)C1=O (centres undefined) | 4 | 0 | 0 | -12 | 0 | 1 | 14[fluorescence artefact?] | 4 | 2
CCOC(=O)C1CCCN(C(=O)CSc2nccn2C)C1 (centres undefined) | 0 | -1 | 18 | 5 | -3 | -2 | 2 | 5 | 2
O=C(CSc1nnc(-c2cccnc2)n1Cc1ccccc1)N1CCOCC1 | 5 | 0 | 8 | 5 | -2 | 0 | · | 6 | 3
COc1ccc2c(c1)CCc1cc(C(=O)N3CCN(c4ccc(N5CCOCC5)nn4)CC3)sc1-2 | -9 | 1 | 0 | -80 | -2 | 0 | 4[fluorescence artefact?] | -6 | 3
Cc1ccc(-c2nc(-c3ccc(Cl)cc3)sc2CC(=O)O)c(C)c1 | 3 | -2 | 13 | · | 3 | 19 | -3 | 2 | 0
Cc1ccc(S(=O)(=O)NCCNC(=O)C2CCCNC2=O)cc1 (centres undefined) | -3 | 1 | 11 | 8 | -3 | -1 | · | -8 | 3
O=C(NCCOC(=O)c1ccc(Cl)cc1)c1cccnc1 | 0 | 1 | 26 | -4 | -1 | -6 | 30 | 10 | -1
CN(c1ccccc1)c1ccc(/C=N/NC(=O)CC#N)cc1 | -10 | -3 | 5 | -20 | -1 | 9 | -1 | 3 | 4
O=C(Nc1ccccc1)c1ncoc1-c1ccc(Cl)cc1 | -4 | -1 | 1 | -8 | -1 | 1 | -2 | -6 | -1
O=[N+]([O-])c1cccc2ncccc12 | -2 | 3 | 7 | -1 | -1 | -1 | 10 | -1 | 1
Cc1ccc(S(=O)(=O)N2CCC(C(=O)N3CCC[C@H]3C(=O)NCc3ccccc3)CC2)cc1 | -5 | -1 | -12 | -2 | -4 | 1 | -3[fluorescence artefact?] | -12 | 2
CS(=O)(=O)N(CC(=O)NCCSC1CCCCC1)c1ccc2c(c1)OCO2 | -4 | -1 | -6 | 3 | -1 | 12 | 6[fluorescence artefact?] | -1 | 0
O=C(NCN1C(=O)C2C3C=CC(C3)C2C1=O)OC1CCCCC1 (centres undefined) | 2 | -2 | 7 | -9 | 3 | -1 | -8 | 14 | -2
CC(=O)Nc1c(O)nc(SCC(=O)Nc2sc3c(c2C#N)CCCCCC3)[nH]c1=O | 7 | 0 | 16 | 36 | 0 | 1 | 4 | 1 | -2
COc1ccc(CCNC(=O)C/C(C)=N/NC(=O)C2CCCCC2)cc1OC | 2 | -2 | 10 | -12 | 2 | 6 | 3[fluorescence artefact?] | 6 | 5
O=C(COc1ncnc2ccccc12)c1ccc(Cl)cc1 | -7 | -3 | · | 2 | 6 | -1 | 3 | -1 | 3
C/C(=N\NC(=S)NCc1ccccc1)c1ccccc1F | -9 | -4 | 0 | -12 | -1 | 20 | -12 | -2 | 2
Cc1ccccc1/C(N)=N/OC(=O)c1ccc(F)cc1 | -1 | 2 | 5 | 11 | 2 | -1 | -3 | 1 | -6
C=C(C)CN(CC)C(=O)CC1C(=O)NCCN1CC(C)(C)C (centres undefined) | 44* | 0 | 6 | 1 | 1 | 5 | 3 | 4 | -16
CCOC(=O)CN(C(=O)CN1CCC(n2nnc3cc(C)ccc32)CC1)c1ccccc1 | 0 | -1 | 8 | -11 | 0 | 1 | 8 | -2 | -2

In another format: results already given.
Molecule,thrombin 1536,Runt-CBFb FRET,FXIIa inh,hK5 inh,Wee1 degr inh,Hck-Nef inh,14-3-3 Bad PPI,FXIa inh,Runt-SMMHC FRET
Cn1c(SCC(=O)Nc2cccc(O)c2)nnc1-c1ccc(S(=O)(=O)N2CCOCC2)cc1,4,-1,26,-3,1,2,·,27,-2
O=C(NCN1C(=O)C2C3C=CC(C3)C2C1=O)OC1CCCCC1 (centres undefined),2,-2,7,-9,3,-1,-8,14,-2

New compounds follow:
SMILES | thrombin 1536 | Runt-CBFb FRET | FXIIa inh | hK5 inh | Wee1 degr inh | Hck-Nef inh | 14-3-3 Bad PPI | FXIa inh | Runt-SMMHC FRET
CC(=O)NNc1ncnc2c1cnn2-c1ccc(C)cc1 | -4 | 0 | 6 | 0 | -1 | 21 | -11 | 1 | 3
Cc1ccc(-c2c(C(=O)NCc3ccccc3)oc(=O)c3ccccc23)cc1 | -2 | -2 | 28 | -12 | 5 | 5 | 10 | 24 | 1
CCOC(=O)N1CCN(CCC(=O)Nc2ccc(OC)cc2OC)CC1 | 2 | -1 | 10 | -10 | 2 | 9 | 2[fluorescence artefact?] | 4 | -3
O=C(Nc1ccccc1)c1cccc(N2C(=O)CCC2=O)c1 | 19 | -1 | 17 | 63* | 7 | 7 | 1 | 11 | -1
Cc1ccn2cc(CCNS(=O)(=O)c3ccc4c(c3)CCCC4)nc2c1 | 0 | 0 | 1 | -4 | -1 | 3 | 2 | -6 | 0
CCN(CC)S(=O)(=O)c1ccc(C(=O)Oc2coc(CSc3nc(C)cc(C)n3)cc2=O)cc1 | -7 | -12 | 3 | -18 | 0 | 3 | -6 | -2 | -14
COc1ccc2cc(C3C(C#N)=C(N)OC(C)=C3C(C)=O)c(Cl)nc2c1 (centres undefined) | 27 | 0 | 33 | 42* | 9.0* | -7 | -7 | 21 | -2
OCCC1CN(Cc2cnc(-c3ccc(Cl)cc3)nc2)CCN1C1CCCC1 (centres undefined) | -4 | 0 | 8 | 1 | -1 | -11 | 0 | 3 | 3
Fc1ccc(CSc2nnc3ccc(-c4ccncc4)nn23)cc1 | -6 | -1 | 6 | -4 | 9 | 15 | -10 | 2 | -1
O=C1CC(N2CCOCC2)C(=O)N1CCN1C(=O)CC(N2CCOCC2)C1=O (centres undefined) | -4 | 0 | 5 | -8 | -1 | 3 | 0 | -4 | -3
Cc1cccc(NC(=S)N2CCC(C(=O)c3ccc(F)cc3)CC2)c1C | -8 | 0 | 18 | -30 | 1 | 3 | 0 | 12 | 0
Cc1cccc(NC(=O)Nc2ccc3c(c2)OCO3)n1 | 3 | 5 | 5 | · | 5 | 14 | -2 | 1 | -1
CC(C)CCn1nnnc1C(C(C)C)N1CCC(C(N)=O)CC1 (centres undefined) | -5 | -5 | 8 | -6 | 9 | 9 | 7 | -6 | 2
COc1ccc2c(c1)-c1nc(N)sc1CC2 | -1 | 39 | 7 | 0 | 2 | 24 | -15 | -2 | 12
Cc1nc(S/C(=C/c2ccc(-c3cc(Cl)ccc3C)o2)C(=O)O)n[nH]1 | 0 | -13 | 10 | -4 | 1 | 1 | 8 | 6 | -91
CC(C(=O)Nc1ccc2c(c1)OCO2)c1ccc([N+](=O)[O-])cc1 (centres undefined) | -2 | -1 | 2 | -4 | 0 | -6 | 0 | -2 | -1
O=C1c2cccnc2-c2ncccc21 | -3 | 0 | -4 | 2 | -1 | -1 | 8[fluorescence artefact?] | -1 | -8
CCOc1ncccc1C(=O)N(C)CC(=O)Nc1ccc(C)cc1 | -2 | 0 | 8 | -11 | -2 | 2 | -3 | 8 | 0
Cc1nc2ccc(S(=O)(=O)NCC(=O)NCc3ccc4c(c3)OCO4)cc2s1 | -4 | -2 | -9 | 0 | 0 | 1 | 1[fluorescence artefact?] | -3 | -5
CC(C)CCNC(=O)[C@H](CSCc1ccccc1)N1Cc2ccccc2C1=O | 6 | -1 | 13 | 7 | -1 | -8 | 9 | 8 | 3
CCn1ncc(Br)c1C(=O)Nc1cc(C)ccc1F | 2 | 0 | 32 | 2 | -1 | -3 | · | 4 | -4
CO/N=C/C(NC(=O)c1ccc(C(F)(F)F)cc1)C(=O)OC (centres undefined) | 0 | 1 | 9 | 3 | 2 | -14 | -2 | 1 | 0
COc1cc(C(=O)N2CCC(c3nc(-c4cccnc4)no3)CC2)cc(OC)c1OC | -4 | 0 | -4 | 13 | -1 | 1 | 1[fluorescence artefact?] | -20 | -6
O=C1c2ccccc2C(=O)N1Cc1cccnc1 | -9 | · | 4 | 4 | -3 | 17 | -3 | 0 | ·
NS(=O)(=O)c1ccc(C(=O)O)cc1 | -5 | 1 | 9 | -10 | 0 | -5 | -2 | -4 | 1

Next structures follow:
SMILES | thrombin 1536 | Runt-CBFb FRET | FXIIa inh | hK5 inh | Wee1 degr inh | Hck-Nef inh | 14-3-3 Bad PPI | FXIa inh | Runt-SMMHC FRET
COc1ccc(OC)c(NC(=O)Nc2cc(NC(=O)Nc3cc(OC)ccc3OC)c(C)nc2C)c1 | 0 | 0 | 8 | -3 | 2 | 0 | 3 | 8 | 3
O=C(Nc1nc(-c2cccc([N+](=O)[O-])c2)cs1)C(c1ccccc1)c1ccccc1 | -9 | 0 | 16 | -12 | -1 | 1 | -3 | -1 | 3
COc1ccccc1CN(C(=O)c1ccco1)C(C(=O)NC1CCCC1)c1ccncc1 (centres undefined) | -3 | -1 | 12 | -14 | -2 | 1 | 0[fluorescence artefact?] | 7 | 2
O=C1c2ccccc2C(=O)c2c1cccc2-n1nnc2ccccc21 | 0 | 2 | 8 | 2 | -3 | 24 | -2 | 4 | 0
CC(=O)Oc1cccc(N2C(=O)C3C4C=CC(C4)C3C2=O)c1 (centres undefined) | -2 | -5 | 13 | -12 | 3 | 1 | -16 | -1 | 2
COc1cc(C2/C(=C(/O)c3ccccc3)C(=O)C(=O)N2c2ccccn2)ccc1O (centres undefined) | -6 | -5 | 10 | 4 | -3 | 34 | -14 | 1 | -11
c1ccc(-c2nc(N3CCNCC3)nc3ccccc23)cc1 | -8 | 20 | 8 | -50 | -2 | 11 | 9 | 15 | 41
